Source: PubChem BioAssay (several laboratories)
ERa SRC1 pot: enhances coactivator binding to human estrogen receptor alpha | P03372 | 86,000 tested, 1.3% active | TR-FRET ERalpha-LBD/SRC-Cy5 coactivator binding, 2 h; 100 = basal binding, no effect | coactivator binding (% of control), % at 25.6 µM; in the data active means activity above about 200%;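 further: binding measured in presence of low estradiol as agonist stimulus; 0% = peptide alone without receptor and 100% = receptor with peptide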
Target sequence (P03372 whole entry, looked up, the tested form may be a part): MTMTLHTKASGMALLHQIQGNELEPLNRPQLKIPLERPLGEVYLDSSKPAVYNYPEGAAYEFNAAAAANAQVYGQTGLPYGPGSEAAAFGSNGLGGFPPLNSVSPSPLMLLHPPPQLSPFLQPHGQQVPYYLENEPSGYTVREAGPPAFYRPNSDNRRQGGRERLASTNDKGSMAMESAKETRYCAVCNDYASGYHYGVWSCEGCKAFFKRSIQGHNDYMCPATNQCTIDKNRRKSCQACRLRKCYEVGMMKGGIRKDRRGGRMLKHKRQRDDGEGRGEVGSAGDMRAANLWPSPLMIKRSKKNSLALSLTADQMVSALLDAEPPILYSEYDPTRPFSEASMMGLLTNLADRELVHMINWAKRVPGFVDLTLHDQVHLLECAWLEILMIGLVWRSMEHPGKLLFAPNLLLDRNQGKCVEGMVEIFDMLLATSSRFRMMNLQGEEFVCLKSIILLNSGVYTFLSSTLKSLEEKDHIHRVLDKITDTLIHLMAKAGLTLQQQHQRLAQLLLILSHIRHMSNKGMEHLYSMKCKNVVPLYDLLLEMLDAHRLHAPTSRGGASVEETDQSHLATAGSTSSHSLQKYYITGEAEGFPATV
HUVEC prolif 384: human endothelial cell proliferation inhibition | 86,000 tested, 1.1% active | AID 648 | HUVEC proliferation, CellTiter-Glo luminescence, 72 h; stronger effect = lower value | viability, % at 10 µM (by protocol);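 active means viability at or below 30%; inactive means viability above 30%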;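 further: 100% = median luminescence of DMSO-only cell control wells on each plate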
Fibroblast inh: blocks proliferation of human lung fibroblasts; LL 47 human lung fibroblast viability, ATP luminescence; stronger effect = lower value; viability, % at 10 µM; 85,000 tested, 1.1% active; AID 719;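 active means viability at or below 50% in the single dose screen; inactive means viability above 50%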;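 further: compound exposure lasted 72 h before the ATP readout; 100% = median luminescence of untreated cell-only wells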
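Test system: LL 47 human lung fibroblasts / Quantity: 1,150 cells in each well / Medium: IMEM growth medium with 15% fetal bovine serum / Incubation: 72 h compound exposure at 37 °C after overnight plating / Detection: CellTiter-Glo luminescence measuring cellular ATP / Read-out: % viability versus median cells-only luminescence / Benchmarks: cell-only wells, no compound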
MT1-MMP txn act: MT1-MMP promoter transcription activation | HT1080 MT1-MMP promoter luciferase reporter, luminescence, overnight; stronger effect = higher value | activation factor at 10 µM | 86,000 tested, 0.16% active | AID 750;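 active means activation factor of at least 2 for MT1-MMP transcription at 10 µM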
ERa SRC1 inh: ER-alpha (human) coactivator binding inhibition. P03372. TR-FRET ER-alpha LBD / SRC-1 peptide, estradiol-bound. inhibition, % at 25.6 µM. 86,000 tested, 1.7% active. AID 629; in the data active means inhibition above about 50%;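 further: 0% = receptor plus peptide control and 100% = peptide only without receptor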
Smad3 inh: inhibitors of human Smad3 transcription factor binding; 88,000 tested, 0.29% active; inhibition, % at 25 µM; AID 630; P84022; TR-FRET Smad3/Dy647-FoxH1 peptide binding, europium anti-His;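 active means compounds that reduce the energy-transfer binding signal between the protein and its labelled peptide by more than half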;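 further: 0% = Smad3 plus labelled peptide maximal FRET and 100% = peptide-only background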
Target sequence (P84022 whole entry, looked up): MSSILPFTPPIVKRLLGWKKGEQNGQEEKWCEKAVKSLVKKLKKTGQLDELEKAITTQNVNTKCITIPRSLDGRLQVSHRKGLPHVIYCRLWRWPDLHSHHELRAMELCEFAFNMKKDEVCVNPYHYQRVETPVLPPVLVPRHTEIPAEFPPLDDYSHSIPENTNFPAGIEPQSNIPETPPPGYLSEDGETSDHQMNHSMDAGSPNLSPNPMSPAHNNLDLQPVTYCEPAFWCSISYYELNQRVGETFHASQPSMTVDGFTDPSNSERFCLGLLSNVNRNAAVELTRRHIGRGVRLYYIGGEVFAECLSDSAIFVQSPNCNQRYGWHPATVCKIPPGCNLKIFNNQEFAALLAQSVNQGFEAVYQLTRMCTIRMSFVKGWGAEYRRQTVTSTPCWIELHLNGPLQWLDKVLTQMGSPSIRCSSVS
Mac1 fbg enh: CD11b/CD18-fibrinogen binding enhancement. P05107+P11215. activation, % at 10 µM. 93,000 tested, 0.07% active. K562 CD11b/CD18 adhesion to fibrinogen, ATPlite luminescence. AID 1499;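 active means 10 µM primary screen giving 50% or more activity, confirmed by 40% or more on retest at that dose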; further: strong numbers were not always called active; reference of the scale not given here
H69AR inhibit: growth inhibitors of human H69AR lung tumor cells | viability, % at 10 µM | H69AR lung tumor viability, ATP luminescence, 72 h; stronger effect = lower value | 85,000 tested, 6% active;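 active means viability at or below 40%; inactive means viability above 40%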;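 further: multidrug resistant small cell line overexpressing MRP-1 efflux transporter; 100% = mean luminescence of untreated control wells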
ERb coact inh: blocks coactivator binding to human estrogen receptor beta. Q92731. TR-FRET ER-beta LBD / SRC1-Cy5 peptide binding; receptor agonist-loaded with 1 µM estradiol. inhibition, % at 25.6 µM. 86,000 tested, 1.3% active. AID 633;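 active means compounds whose percent inhibition of the receptor-coactivator binding signal exceeds about 50% in the single-dose screen, limit read from the data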;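 further: 0% = receptor plus peptide wells without compound and 100% = peptide-only wells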
* hit, by the source's call; . = not tested or not shown; [ ] = dose if it differs, or a comment. A portion of the library. The share of hits here may be higher or lower than overall.

compound	ERa SRC1 pot	HUVEC prolif 384	Fibroblast inh	MT1-MMP txn act	ERa SRC1 inh	Smad3 inh	Mac1 fbg enh	H69AR inhibit	ERb coact inh
Cc1cc(C)n(Cc2nc3ccccc3n2C)n1	83	87	103	1.1	-1	-2[fluorescence artefact?]	4	96	11
CCOC(=O)CN(C(=O)CSc1nnc(-c2cccc(OC)c2)o1)c1ccc(F)cc1	108	111	96	1	-19	13	6	74	-20
CCOC(=O)Cn1nnc(-c2ccccc2)n1	119[fluorescence artefact?]	96	99	1	-9	-15	.	95	-6
CCNC(=O)C(Sc1ccccc1)c1ccccc1 (centres undefined)	124	94	97	1.1	-27	11	.	105	-13[fluorescence artefact?]
CC1=CC(C)(C)N(S(=O)(=O)c2ccc(C)cc2)c2ccc(C)cc21	109	66	53	0.4	-8	-1	-5	22*	5
Cc1cc2ccccc2c(=O)n1CC(=O)NC1CCCCCC1	106	99	95	1	-1	-5	0	96	-7
COC(=O)c1noc(-c2ccc(OC)cc2)n1	120	102	97	1.1	4	-6	-5	96	-4
O=C(COC(=O)CNC(=O)c1ccco1)NCCN1C(=O)CSC1=O	112	92	100	1.1	-8	-3	-2	86	-3
CC1CCN(CC(=O)n2c3c(c4ccccc42)CCCC3)CC1	81	84	92	.	6	-3	-3	94	-9
COC(=O)c1sc2ccccc2c1NC(=O)c1cccs1	106	102	97	1	-6	1	0	95	-10

Overlap with the part before: 2 compounds, followed by the next part.
compound	ERa SRC1 pot	HUVEC prolif 384	Fibroblast inh	MT1-MMP txn act	ERa SRC1 inh	Smad3 inh	Mac1 fbg enh	H69AR inhibit	ERb coact inh
CC1CCN(CC(=O)n2c3c(c4ccccc42)CCCC3)CC1	81	84	92	.	6	-3	-3	94	-9
COC(=O)c1sc2ccccc2c1NC(=O)c1cccs1	106	102	97	1	-6	1	0	95	-10
O=C(O)c1cccc(NC(=O)C2C3C=CC(C3)C2C(=O)O)c1 (centres undefined)	114	100	105	1	-7	-5	2	102	4
C=CCn1c(/N=C/c2ccc(N(C)C)cc2)nc2ccccc21	107[fluorescence artefact?]	82	101	1.2	2[fluorescence artefact?]	-6	-7	95	5[fluorescence artefact?]
O=C(N1CCN(Cc2ccccc2)CC1)C12CC3CC(CC(C3)C1)C2	108[fluorescence artefact?]	83	97	1.1	-2	15	-2	89	1
O=C(NCc1ccccn1)C1C2C=CC(C2)C1C(=O)Nc1ccc(F)cc1 (centres undefined)	111	95	103	1.2	-11	-4	.	81	-13
CCCN1C(=O)SC(CC(=O)Nc2ccccc2)C1=O (centres undefined)	147	73	88	1.2	0	1	2	90	-8[fluorescence artefact?]
CC(C)(CC(=O)N1CCN(c2ccc(Cl)cc2)CC1)CC1=NS(=O)(=O)c2ccccc2N1	106	62	81	1.2	-4	1	-7	.	-10
Cc1nc2ccccc2n1CC(=O)OCC(=O)NCCc1ccccc1	97	103	116	1.3	-15	-3	0	96	0
Cc1cc(=O)[nH]c(N2CCN(Cc3ccccc3)CC2)n1	106	92	101	.	-11	9	0	95	-4
CCC(OC(=O)CC1Sc2ccccc2NC1=O)C(=O)NCC1CCCO1 (centres undefined)	114	100	92	1.3	-7	-2[fluorescence artefact?]	0	90	4[fluorescence artefact?]
CCOC(=O)C1=C(CSc2nc(C)ccc2C#N)OC(N)=C(C#N)C1c1cccc(OC)c1OC (centres undefined)	114	97	77	1.2	-8	9	-4	73	-8
O=C(NCc1ccccc1)NC1CCCCC1	107	97	102	1.3	0	-2	4	99	-7
CCCCNC(=O)Nc1ccccc1C(=O)Nc1ccc(OC)cc1	97	74	101	1.1	-8	1	3	85	-6
O=C(CN1C(=O)c2cccc3cccc1c23)N1CCN(c2cccc(Cl)c2)CC1	155[fluorescence artefact?]	82	88	1	14[fluorescence artefact?]	32[fluorescence artefact?]	-4	70	13[fluorescence artefact?]
Cn1c(Cn2c(=O)sc3ccccc32)nnc1SCC(=O)NCC1CCCO1 (centres undefined)	94[fluorescence artefact?]	110	101	1.1	-3	-3	.	96	3
COC(=O)c1ccc(C(=O)OC)c(NC(=O)COC(=O)C2CCCCC2)c1	90[fluorescence artefact?]	81	91	1	6	-6	-1	96	13
CCOP(=O)(c1ccc(N(C)C)cc1)C(O)c1ccc(Cl)cc1 (centres undefined)	114	100	104	1.2	10	9	3	102	-6[fluorescence artefact?]
O=C(CN1CCN(C(=O)c2ccco2)CC1)Nc1ccc(Cl)c(C(F)(F)F)c1	108	91	104	1.2	-7	8	4	20*	-8
Clc1ccc2oc(-c3cccnc3)nc2c1	105	93	100	1.7	-12	4	.	70	-9
COc1ccc(NC(=O)N(Cc2cc3cc(OC)ccc3[nH]c2=O)CC2CCCO2)cc1 (centres undefined)	150	86	.	1.1	2	7[fluorescence artefact?]	-2	65	-2
CC(=O)Nc1ccc(S(=O)(=O)Nc2ccc(S(=O)(=O)N3CCCC3)cc2)cc1	100	84	95	1.2	-22	-7	.	94	-17
COc1cc(C2c3c(-c4cc(C)cc(C)c4O)n[nH]c3C(=O)N2CCCO)cc(OC)c1OC (centres undefined)	112	86	92	1.3	-5	-2	-2	56	-9
NCCCCCc1nnc(SC/C=C/c2ccccc2)o1	109	90	96	1	-5	2	10	80	-11
Cc1ccc(Cl)cc1N(CC(=O)N1CCCCCC1)S(C)(=O)=O	118	90	97	1.1	-12	-9	-6	89	-8
COc1ccccc1NC(=O)CSc1nnc(Cc2cc(=O)[nH]c(=O)[nH]2)n1-c1ccccc1	110	96	96	1.2	-46[fluorescence artefact?]	0	-2	89	-12
CCOc1ccc(Cc2nnc(SCC(N)=O)n2C)cc1	116	87	99	1.1	-4	6	-2	87	-18
Cc1nn(Cc2ccccc2Cl)c(C)c1N	89	99	101	1.1	5	-1	.	88	2[fluorescence artefact?]
O=C(CSc1nnc(-c2ccc(S(=O)(=O)N3CCOCC3)cc2)o1)c1ccccc1F	116[fluorescence artefact?]	108	99	1.2	11	-7	0	116	12[fluorescence artefact?]
Cc1ccccc1N(C)C(=O)c1coc(=O)c2ccccc12	83	104	96	1	-5	11	2	97	1
COc1cc2[nH]c(=S)n(CC3CCCO3)c(=O)c2cc1OC (centres undefined)	98	93	93	1	-5	-4	3	70	0
CCCC1CCC(C(=O)Nn2c(C)nc3ccccc3c2=O)CC1 (centres undefined)	109	92	95	1.1	2	0	.	94	-17
S=C(c1ccc(N2CCOCC2)cc1)N1CCCCC1	107[fluorescence artefact?]	105	98	1.3	-4	4	.	95	-6[fluorescence artefact?]
CCOC(=O)c1cccc(NC2c3ccccc3C(=O)N2Cc2ccco2)c1 (centres undefined)	107	94	103	1.1	2	-1	-10	88	25
COc1cccc(-c2cc(C(=O)O)[nH]n2)c1	100	94	99	1.1	6	6	.	101	-7
Cc1ccc(-n2ncc3c(=O)[nH]c(SCC(=O)N4CCCC4)nc32)cc1C	115	79	95	1.1	0	0	.	60	-7
COc1ccc(NC(=O)C2CCCN2S(=O)(=O)c2ccc3c(c2)CCC(=O)N3)cc1 (centres undefined)	102	100	98	1	-3	-3	10	81	3
CCOC(=O)c1cccc(NC(=O)C2CCCN(S(=O)(=O)c3cnc[nH]3)C2)c1 (centres undefined)	137	100	96	1.1	-1	4	0	86	-1
CC1CCN(c2c(NCC3CCC(C(=O)N4CCCC(C)C4)CC3)c(=O)c2=O)CC1 (centres undefined)	119	102	94	.	-6	0	-2	85	-6
CC(C)(C)NC(=O)NC(=O)COc1ccccn1	83	98	104	1	0[fluorescence artefact?]	-10	6	99	0
CC(=O)NC(=O)NC1CSCC1OC(C)=O (centres undefined)	95	98	98	1.1	-4	6	-2	92	0
COc1ccccc1CNC(=O)CC(NS(=O)(=O)c1ccc(C)cc1)c1ccco1 (centres undefined)	111	104	97	1.2	1	0	3	85	-11
CC(C)C(=O)Nc1cccc(C(=O)NCc2ccc(S(N)(=O)=O)cc2)c1	97	93	92	1.3	-9	4	2	106	-2
O=C(NCc1ccco1)c1ccc2c(c1)N(Cc1ccccc1)C(=O)CS2	94	91	93	1	0	6	4	76	11
CC(C)(C)n1nnnc1C(c1cccc(C#N)c1)N1CCC(Cc2ccccc2)CC1 (centres undefined)	102	97	92	1.2	5	5	.	88	3
O=C1C(C=NCCCN2CCCC2=O)=C(O)c2ccccc21	91	99	107	1.4	1	-28	-2	94	10
c1ccc(Nc2nc(-c3ccncc3)cs2)nc1	84	96	94	1.2	1	11	-3	87	-5
COc1cc(OC)cc(C(=O)Nc2cccc(NC(C)=O)c2)c1	94	98	111	1.1	-2	7	.	81	0
CCOC(=O)N1CCN(C(=O)c2cc3c(s2)-c2ccccc2OC3)CC1	111[fluorescence artefact?]	90	100	.	1	7	1	85	8
COC(=O)CCC(=O)N1CCc2cc(S(=O)(=O)N3CCc4ccccc43)ccc21	100	92	87	1.2	-1	7	-2	70	-2
CCOc1ccc(CC(=O)C2C(=O)CC(C)(C)CC2=O)cc1OCC	113	97	103	1.1	-4	5	1	96	0
Cc1ccc(S(=O)(=O)C2(C(=O)NCc3ccc4c(c3)OCO4)CC2)cc1	105	94	94	1.1	-2	1	4	97	0

Record cards (already shown). Screens in order: ERa SRC1 pot | HUVEC prolif 384 | Fibroblast inh | MT1-MMP txn act | ERa SRC1 inh | Smad3 inh | Mac1 fbg enh | H69AR inhibit | ERb coact inh
`Cc1ccc(S(=O)(=O)C2(C(=O)NCc3ccc4c(c3)OCO4)CC2)cc1` in the list: 105 | 94 | 94 | 1.1 | -2 | 1 | 4 | 97 | 0
`c1ccc(Nc2nc(-c3ccncc3)cs2)nc1` in the list: 84 | 96 | 94 | 1.2 | 1 | 11 | -3 | 87 | -5

Additional structures follow.
compound	ERa SRC1 pot	HUVEC prolif 384	Fibroblast inh	MT1-MMP txn act	ERa SRC1 inh	Smad3 inh	Mac1 fbg enh	H69AR inhibit	ERb coact inh
COCCn1nnnc1CN(Cc1cccnc1)Cc1cc2cc(OC)ccc2[nH]c1=O	119	103	106	1	-3	16	0	88	-10
CCCC(=O)Nc1nnc(COC)s1	103	95	97	1	0	-7	1	92	-1
CN1CCN(CCN2CCn3c2nc2ccccc23)CC1	93	95	111	0.9	-3	-6	-4	92	6
CC1CCc2c(sc3nn[nH]c(=O)c23)C1 (centres undefined)	82	82	112	1.2	-4	2	-3	88	4
COC(=O)c1nc2n(n1)C(c1cccc(Cl)c1)C1=C(CC(C)(C)CC1=O)N2 (centres undefined)	110	89	97	1.1	-8	17	0	85	-16
COc1ccccc1-c1cc(C2CC2)nc(N)c1C#N	101	89	96	1.2	1	5	-2	92	-4
CN(CCc1ccccn1)S(=O)(=O)c1ccccc1F	124[fluorescence artefact?]	89	108	1.3	-8	14	4	87	-10
COC(=O)c1ccccc1NC(=O)Nc1cnccn1	115[fluorescence artefact?]	92	98	0.9	-6	-4	7	101	-3
CCN1CCN(Cc2cccc(Oc3ccccc3)c2)CC1	103[fluorescence artefact?]	84	92	1.1	-6	0	-1	90	13
COC(=O)c1ccc(COC(=O)c2ccc(CS(=O)(=O)c3ccc(C)cc3)cc2)cc1	119	83	95	1	25	-7	0	92	8
Cc1nn(CC(=O)Nc2ccccn2)c(=O)c2ccccc12	98	98	100	1.1	-4	-12	3	94	14
CCN(CC)S(=O)(=O)c1cccc(C(=O)N2CCCCC2)c1	105	93	100	1.1	-24	-1	-2	94	-26[fluorescence artefact?]
